H9c2 TAG inh = triacylglycerol accumulation inhibition; H9c2 cells, Nile Red lipid (TAG) fluorescence; cells loaded with 200 µM oleic acid; actives 0.66% (n = 230,000); inhibition, % at 12.5 µM; AID 651582;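 active = pattern-corrected inhibition of lipid staining of at least 50% with the nuclear-stain viability signal not falling by more than 50%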;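 note: 0% = DMSO wells and 100% = triacsin C control wells; some results filed as inactive read as strong as hits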
H9c2 TAG inh DAPI viability = also measured in H9c2 TAG inh; calls as there; DAPI nuclei signal change (viability), lower = more cytotoxic, %;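 whole-well DAPI fluorescence read on a plate reader as a viability signal; minus 50 percent equals half of cells still viable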
Starred values were filed as active, the others as inactive. This is a subset; count on the stated rates, not on these rows.

A first look (22 entries):
Values run as follows: H9c2 TAG inh	H9c2 TAG inh DAPI viability
CC(C(=O)Nc1ccc2c(c1)OCCO2)n1nnc(-c2ccccc2)n1 (configuration not stated)
  0	0
COC(=O)[C@@H](NS(=O)(=O)c1ccc(F)cc1Br)C(C)C
  -20	8
Cc1cc(C)cc(NC(=S)Nc2cccc3cnccc23)c1
  13	-6
COc1cc(S(=O)(=O)Nc2ccccc2N2CCCCC2)ccc1NC(C)=O
  -9	-7
Cc1ccc2cc(C#N)c(SCC(=O)NCc3ccco3)nc2c1
  14	4
CCCCn1c(N)c(N(CCOC)C(=O)CCS(=O)(=O)c2ccc(C)cc2)c(=O)[nH]c1=O
  -14	0
c1ccc(C[C@H]2CN=C(Nc3ccccc3)N2CC2CCC2)cc1
  -24	1
Cc1ccc(S(=O)(=O)N2CCCCC2)cc1NC(=O)COc1ccccc1F
  2	-6
CC1C(=O)N2CCCc3cc(S(=O)(=O)NCc4ccc(F)cc4)cc1c32 (configuration not stated)
  8	0
N#C/C(=C\c1cccs1)C(=O)N1CCOCC1
  19	-2
Cc1ccccc1OCCCC(=O)NC1CCCCC1
  -7	-3
O=C(O)C1CC(c2ccccc2)=Nc2ccccc2S1 (configuration not stated)
  -19	-1
COC(=O)c1cc(-c2ccccc2)n(CCN)c1C
  3	-5
O=C1C=C(c2ccc(F)nc2)C[C@@H](c2ccc3c(c2)OCO3)C1
  -6	-12
Cc1ccc(CSc2nc(N)cc(N)n2)cc1
  6	-6
COc1cccc(NC(=O)C2CCOC2=O)c1 (configuration not stated)
  7	-5
C[C@H]1CN([C@@H](C)CO)S(=O)(=O)c2ccc(Br)cc2O[C@H]1CN(C)C(=O)Cc1ccccn1
  -2	-4
COc1cc(/C=C/C(=O)OCC(=O)N2CCN(S(=O)(=O)c3ccc(C)cc3C)CC2)cc(Cl)c1OC
  6	-4
COc1ccc(CNC(=S)Nc2ccccc2Cl)cc1
  -13	-5
CCc1nnc(NC(=O)CCC(=O)N2CCCC2)s1
  -16	-1
CCCN(C(=O)COC(=O)CCOc1ccccc1)c1c(N)n(Cc2ccccc2)c(=O)[nH]c1=O
  8	-10
O=C(NCc1nnnn1-c1ccc(Cl)cc1)c1ccc(Br)o1
  -18	4

The list itself, from the start:
Values run as follows: H9c2 TAG inh	H9c2 TAG inh DAPI viability
CC(C(=O)Nc1ccc2c(c1)OCCO2)n1nnc(-c2ccccc2)n1 (configuration not stated)
  0	0
COC(=O)[C@@H](NS(=O)(=O)c1ccc(F)cc1Br)C(C)C
  -20	8
Cc1cc(C)cc(NC(=S)Nc2cccc3cnccc23)c1
  13	-6
COc1cc(S(=O)(=O)Nc2ccccc2N2CCCCC2)ccc1NC(C)=O
  -9	-7
Cc1ccc2cc(C#N)c(SCC(=O)NCc3ccco3)nc2c1
  14	4
CCCCn1c(N)c(N(CCOC)C(=O)CCS(=O)(=O)c2ccc(C)cc2)c(=O)[nH]c1=O
  -14	0
c1ccc(C[C@H]2CN=C(Nc3ccccc3)N2CC2CCC2)cc1
  -24	1
Cc1ccc(S(=O)(=O)N2CCCCC2)cc1NC(=O)COc1ccccc1F
  2	-6
CC1C(=O)N2CCCc3cc(S(=O)(=O)NCc4ccc(F)cc4)cc1c32 (configuration not stated)
  8	0
N#C/C(=C\c1cccs1)C(=O)N1CCOCC1
  19	-2
Cc1ccccc1OCCCC(=O)NC1CCCCC1
  -7	-3
O=C(O)C1CC(c2ccccc2)=Nc2ccccc2S1 (configuration not stated)
  -19	-1
COC(=O)c1cc(-c2ccccc2)n(CCN)c1C
  3	-5
O=C1C=C(c2ccc(F)nc2)C[C@@H](c2ccc3c(c2)OCO3)C1
  -6	-12
Cc1ccc(CSc2nc(N)cc(N)n2)cc1
  6	-6
COc1cccc(NC(=O)C2CCOC2=O)c1 (configuration not stated)
  7	-5
C[C@H]1CN([C@@H](C)CO)S(=O)(=O)c2ccc(Br)cc2O[C@H]1CN(C)C(=O)Cc1ccccn1
  -2	-4
COc1cc(/C=C/C(=O)OCC(=O)N2CCN(S(=O)(=O)c3ccc(C)cc3C)CC2)cc(Cl)c1OC
  6	-4
COc1ccc(CNC(=S)Nc2ccccc2Cl)cc1
  -13	-5
CCc1nnc(NC(=O)CCC(=O)N2CCCC2)s1
  -16	-1
CCCN(C(=O)COC(=O)CCOc1ccccc1)c1c(N)n(Cc2ccccc2)c(=O)[nH]c1=O
  8	-10
O=C(NCc1nnnn1-c1ccc(Cl)cc1)c1ccc(Br)o1
  -18	4
Cn1c(SCC(=O)NN2C(=O)NC(C)(c3ccccc3)C2=O)nnc1-c1ccncc1 (configuration not stated)
  -2	9
CSc1ncccc1C(=O)NC(C)C1CC2CCC1C2 (configuration not stated)
  -2	4
O=C(C1CCCCC1)N1C[C@@H](O)[C@H](n2cc(C3CC3)nn2)C[C@@H]1c1ccc(Cl)cc1
  2	-17
Cc1ccn2cc(CCNC(=O)CC3CCCCC3)nc2c1
  11	-6
S=C(N/N=C/c1ccc(Cl)c(Cl)c1)Nc1ccccc1Cl
  36	-4
O=C(COC(=O)c1cc2c(s1)CCC2)Nc1ccc(F)cc1
  -11	9
CC(=O)Nc1ccc(NC(=S)Nc2ccc(Br)cc2)cc1
  -12	20
Cc1ccccc1-c1csc(C(O)c2ccc(F)c(F)c2)n1 (configuration not stated)
  -2	3
CCOc1ccc(C2NC(=O)c3n[nH]c(C)c32)cc1 (configuration not stated)
  -3	-1
O=C(Cn1nc(-c2ccccc2Cl)ccc1=O)Nc1ccc(Br)cc1
  -11	7
COCCn1c(N)c(Sc2ccccc2[N+](=O)[O-])c(=O)[nH]c1=O
  -10	-1
O=C1CN(Cc2nc3cc(Cl)ccc3c(=O)[nH]2)CCN1
  10	-6
CCN1C(=O)N[C@@H](c2cccc(C(F)(F)F)c2)[C@H](C(C)=O)[C@H]1C
  -26	2
O=C(Cc1ccccc1)Oc1coc(CSc2ncccn2)cc1=O
  -7	-2
COc1ccc2c(c1OC)C(=O)OC2Nc1nc(-c2ccccc2)cs1 (configuration not stated)
  24	-19
CCOC(=O)N1CCC(NC(=O)C(CC(C)C)NC(=O)C2CCC(C)CC2)CC1 (configuration not stated)
  12	-4
NNc1nc(-c2ccccc2)c2cc(Cl)ccc2n1
  -16	9
CC(=O)c1c(-c2ccccc2)c2cc(Cl)ccc2n(C)c1=O
  2	0
COc1ccccc1NC(=O)c1ccc(NC(=O)COC(=O)CC(NC(=O)c2ccccc2Cl)c2ccccc2)cc1 (configuration not stated)
  5	-6
COC(=O)CN1C(=O)COc2ccc(S(=O)(=O)N3CCCCC3)cc21
  9	0
COc1ccccc1NC(=O)c1ccc(NC(=O)COC(=O)CCC2CCCC2)cc1
  8	0
CC(=O)N1CCOc2cc(S(=O)(=O)NCc3ccc(F)cc3)c(C)cc21
  1	-2
Cc1cccc(OCc2nnc(SCC(=O)NCc3ccc4c(c3)OCO4)o2)c1
  -16	13
COC1CC(NC(C)=O)C(OC(=O)c2ccccc2)C(CBr)O1 (configuration not stated)
  -7	10
CCn1c2ccccc2c2cc(NC(=O)COC(=O)Cc3cn4ccsc4n3)ccc21
  -12	9
CC1CCCN(C(=O)C2(NC(=O)Nc3cccc(F)c3)CCCCC2)C1 (configuration not stated)
  -7	0
CC(Sc1nnc(-c2ccccc2F)n1C)C(=O)Nc1ccc(N2CCOCC2)cc1 (configuration not stated)
  -1	7
Cc1cccc(C(=O)N[C@H](C(=O)Nc2ccc(C)c(S(=O)(=O)N(C)C)c2)C(C)C)c1
  5	7
O=C1CN(c2nc(-c3cccnc3)nc3sc4c(c23)CCCC4)CCN1
  7	15
O=C(CSc1cc(Cl)ccc1Cl)NC1CCCc2ccccc21 (configuration not stated)
  1	-16
CC(Sc1nc2sc3c(c2c(=O)n1-c1ccccc1)CCCC3)C(=O)O (configuration not stated)
  11	4
Cc1noc(/C=C/c2ccco2)c1S(=O)(=O)N1CCC(C(=O)N2CCc3ccccc32)CC1
  2	1
CCCn1c(-c2ccc[nH]c2=O)nc2ccccc21
  3	0
O=C(Cc1nc2ccccc2[nH]c1=O)c1ccc(Cl)cc1
  -9	9
NC(CSCc1ccccc1Cl)C(=O)O (configuration not stated)
  -12	12
CCOC(=O)C1=NNC(C(=O)c2ccccc2)C1c1ccc(OC)cc1 (configuration not stated)
  4	-2
Cc1ccc(NC(=O)NC(=O)c2cnccc2C(F)(F)F)c(C)c1
  3	2
C[C@H](N)C(=O)NC[C@H]1O[C@@H](n2cnc3c(N)ncnc32)[C@H](O)[C@@H]1O
  -5	1

Other compounds:
Values run as follows: H9c2 TAG inh	H9c2 TAG inh DAPI viability
CN(CC12CC3CC(CC(C3)C1)C2)C(=O)c1ccco1
  -14	-2
C[C@H]1CN([C@@H](C)CO)C(=O)c2c(c3ccccc3n2C)-c2ccccc2CO[C@H]1CN(C)C(=O)[C@@H]1CCCN1C
  12	0
Cc1ccc(OCCCCNC2CCCC(C)C2C)c(C)c1 (configuration not stated)
  12	10
CC(=O)c1ccc(S(=O)(=O)Nc2c(C)nn(C)c2C)cc1
  -6	6
COc1ccc(S(=O)(=O)N2CCCCC2)cc1NC(=O)c1ccc(Cl)nc1
  8	-1
CC1=NCCN1S(=O)(=O)c1cc(Cl)ccc1Cl
  7	-16
CC1CN(Cc2cc(=O)[nH]c(C(C)C)n2)CC(C)O1 (configuration not stated)
  9	-1
CN1CCN(c2nc3ccccn3c(=O)c2/C=C(\C#N)S(=O)(=O)c2ccc(Cl)cc2)CC1
  11	-7
Cc1cc(C)c(N2C(=O)CC(Sc3ccccc3N)C2=O)c(C)c1 (configuration not stated)
  13	-5
Cc1ccc(C(=O)c2cc3ccccc3o2)cc1
  -11	4
COc1ccc(S(=O)(=O)N2CCOC2CNC(=O)C(=O)NCC(C)C)cc1 (configuration not stated)
  3	2
O=S(=O)(Nc1ccc2cn[nH]c2c1)c1ccccc1
  -22	-4
CN(C)c1cccc(C(=O)NCc2ccccc2)c1
  19	1
CCOc1ccc(-c2c[n+]3c(n2-c2ccccc2)CCCCC3)cc1
  -13	-2
O=[N+]([O-])c1ccc(Sc2n[nH]c(-c3ccco3)n2)nc1
  -14	-5
CN(Cc1ccc(C(C)(C)C)cc1)C(=O)C1CSC2(C)CCC(=O)N12 (configuration not stated)
  -1	3
Cc1ccccc1-c1nc(CS(=O)CC(=O)NCCN2CCOCC2)c(C)o1 (configuration not stated)
  7	-11
COC(=O)CCC(=O)c1oc2ccccc2c1N
  -5	8
COCCNc1nnc(SCC(=O)NC(=O)c2ccccc2OC)s1
  -5	5
C[C@H](CO)N1C[C@H](C)[C@@H](CN(C)C(=O)NC2CCCCC2)Oc2ncc(Br)cc2C1=O
  -5	4
CCOC(=O)C(NCc1ccccc1OC)(NC(C)=O)C(F)(F)F (configuration not stated)
  -12	21
CC(C)CCn1cnc2c(cnn2-c2ccc(F)cc2)c1=O
  8	-10
CC(=O)c1sc(N2CCOCC2)nc1-c1ccccc1
  -3	2
Cc1cc(C)n2ncc(C(=O)Nc3ccc4c(c3)OCO4)c2n1
  9	-1
Cn1c(C(=O)NCCCN2CCOCC2)cc2c(=O)n(C)c3ccccc3c21
  15	-10
Cc1ccc(C(c2ccc(C)c(C)c2)C(O)C2OC(=O)C(O)C2O)cc1C (configuration not stated)
  16	-12
COc1ccc(N(CC(=O)Nc2cccc(C)c2)S(=O)(=O)c2c(C)n[nH]c2C)cc1
  35	-16
CCc1nnc(SC(C)C(=O)Nc2nccs2)n1C (configuration not stated)
  6	-2
Cc1nc2ccc(NC(=O)c3cccc(S(=O)(=O)N4CCOCC4)c3)cc2s1
  -10	7
COCCN1C=C2C(=O)C(C)(OC(=O)C3CCCC3)C(=O)C(c3ccccc3)=C2C=C1CCCC(=O)OC (configuration not stated)
  15	-3

Three entries from above, sorted by formula weight, largest number first:
Values run as follows: H9c2 TAG inh	H9c2 TAG inh DAPI viability
Cc1cc(C)c(N2C(=O)CC(Sc3ccccc3N)C2=O)c(C)c1 (configuration not stated)
  13	-5
CCOc1ccc(-c2c[n+]3c(n2-c2ccccc2)CCCCC3)cc1
  -13	-2
COC(=O)CCC(=O)c1oc2ccccc2c1N
  -5	8

The list goes on.
Values run as follows: H9c2 TAG inh	H9c2 TAG inh DAPI viability
COc1ccc(CC(=O)OCC(=O)N(CC(C)C)c2c(N)n(Cc3ccccc3)c(=O)[nH]c2=O)cc1
  2	-7
Cc1ccc(NC(=O)C2CCN(S(=O)(=O)c3cccc4nonc34)CC2)nc1
  -1	3
O=C(N/N=C/c1ccsc1)c1ccc2c(c1)OCO2
  -4	1
C=C(C)CNC(=S)NN=C1c2ccccc2-c2ccccc21
  1	9
O=C1CSC(=Nc2ccc(Cl)cc2)N1Cc1cccnc1
  10	1
CCN(CC)CC(=O)Nc1c(C#N)cnn1-c1ccccc1
  3	-10
COc1cc(C(=O)NC2CCN(C)CC2)ccc1Nc1ncc2c(n1)N(C1CCCCC1)CCC(=O)N2C
  96*	-27*
COC(=O)C1CCN(S(=O)(=O)c2c(C)n(C)c(=O)n(C)c2=O)CC1
  -15	0

From PubChem BioAssay
